proKLK7 act – activates the human kallikrein-7 zymogen; hit rate 0.9% among 370,000; P49862; purified proKLK7, EDANS-DABCYL substrate fluorescence; 100% is mature enzyme control, 0% vehicle; activation, % at 7 µM; AID 652039;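 active = activation above the mean of all tested compounds plus 3 SD, computed per campaign excluding outliers beyond control limits, cut at about 13% in these data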
ASAP1 GAP inh – blocks human ASAP1-stimulated Arf1 GTP hydrolysis; inhibition, % at 16.5 µM; GDP FP detection; Q9ULH1; hit rate 0.19% among 360,000; AID 624377; in the data active = inhibition above about 25%;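 also: 0% = vehicle with enzyme and substrate and 100% = no enzyme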
Target sequence (Q9ULH1 325-724 limits assumed): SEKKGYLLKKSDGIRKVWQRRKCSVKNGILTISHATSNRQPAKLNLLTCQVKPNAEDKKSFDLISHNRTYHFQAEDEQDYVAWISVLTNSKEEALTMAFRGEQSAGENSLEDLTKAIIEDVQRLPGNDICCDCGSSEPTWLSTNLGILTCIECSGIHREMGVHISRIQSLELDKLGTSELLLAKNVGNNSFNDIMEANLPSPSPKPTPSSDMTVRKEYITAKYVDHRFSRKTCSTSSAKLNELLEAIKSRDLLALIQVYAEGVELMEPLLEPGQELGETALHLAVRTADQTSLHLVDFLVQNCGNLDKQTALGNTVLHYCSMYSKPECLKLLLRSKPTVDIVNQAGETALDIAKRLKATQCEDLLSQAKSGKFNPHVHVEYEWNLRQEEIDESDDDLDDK
Tn7 DDE FP – disrupts Tn7 cyclic peptide binding to fibrin D-Dimer-E complex; inhibition, % at 8.3 µM; P02675; hit rate 0.13% among 370,000; AID 720508; FP displacement of FITC-Tn7 peptide from fibrin DD(E); 0% = median of compound wells per plate;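 active = inhibition above the mean of compounds falling within the control limits plus 3 SD of them, cut at about 14% in these data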;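 also: 0% = plate median of compound wells and 100% = 10 µM Aha-Tn7 peptide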
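assay system = human clot-derived fibrin DD(E) complex | quantity = Fibrin-DD(E) at 2 µM final | timing = 10 min preincubation, 3 h with tracer, room temperature | signal = fluorescence polarization | measure = percent inhibition | benchmarks = high control wells with 10 µM unlabelled Aha-Tn7 peptide (full inhibition) | replicates = singlicate testing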
ARFGAP1 inh – rat ARFGAP1 inhibition; AID 651572; hit rate 0.26% among 360,000; Q62848; inhibition, % at 16.5 µM; Arfgap1-stimulated ARF1 GTP hydrolysis, GDP FP detection;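 active = inhibition above a per-plate limit, mean inhibition of low control wells plus 3 SD, cut at about 25% in these data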;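 also: 0% = DMSO wells with enzyme and 100% = wells lacking Arfgap1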
Target sequence (Q62848 1-136 limits assumed): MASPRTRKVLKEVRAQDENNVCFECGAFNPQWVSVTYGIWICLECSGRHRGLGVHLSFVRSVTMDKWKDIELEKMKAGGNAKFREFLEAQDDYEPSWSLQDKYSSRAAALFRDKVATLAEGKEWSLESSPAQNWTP
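Repeats: one replicate per compound; assay system: rat Arfgap1 catalytic domain, aa 1-136; times: enzyme reaction 120 min at 25 °C after 20 min preincubation; detection: FP of antibody-bound GDP Alexa 633 tracer, ex 620/em 688 nm; benchmarks: high control wells lacking Arfgap1, low control full reaction with DMSO; reagent: human ARF1(Δ1-17)-GTP substrate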
ADAM17 inh – inhibitors of human ADAM17; P78536; recombinant ADAM17, EDANS/DABCYL FRET peptide cleavage; inhibition, % at 6.95 µM; hit rate 0.83% among 370,000; AID 720648;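 active = inhibition above the mean of compounds lying between control limits plus 3 SD, set per campaign, cut at about 8.5% in these data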;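 also: 0% = DMSO-only wells as the low control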
ADAM10 inh – inhibitors of human ADAM10; O14672; recombinant ADAM10, EDANS/DABCYL FRET peptide cleavage, 3 h; inhibition, % at 7 µM; hit rate 0.62% among 370,000; AID 720582;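 active = inhibition above a per-campaign cutoff equal to the mean of compounds falling between control-based bounds plus 3 SD, cut at about 20% in these data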;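 also: 0% = DMSO wells while the 100% control is not disclosed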
Target sequence (O14672 214-748 limits assumed): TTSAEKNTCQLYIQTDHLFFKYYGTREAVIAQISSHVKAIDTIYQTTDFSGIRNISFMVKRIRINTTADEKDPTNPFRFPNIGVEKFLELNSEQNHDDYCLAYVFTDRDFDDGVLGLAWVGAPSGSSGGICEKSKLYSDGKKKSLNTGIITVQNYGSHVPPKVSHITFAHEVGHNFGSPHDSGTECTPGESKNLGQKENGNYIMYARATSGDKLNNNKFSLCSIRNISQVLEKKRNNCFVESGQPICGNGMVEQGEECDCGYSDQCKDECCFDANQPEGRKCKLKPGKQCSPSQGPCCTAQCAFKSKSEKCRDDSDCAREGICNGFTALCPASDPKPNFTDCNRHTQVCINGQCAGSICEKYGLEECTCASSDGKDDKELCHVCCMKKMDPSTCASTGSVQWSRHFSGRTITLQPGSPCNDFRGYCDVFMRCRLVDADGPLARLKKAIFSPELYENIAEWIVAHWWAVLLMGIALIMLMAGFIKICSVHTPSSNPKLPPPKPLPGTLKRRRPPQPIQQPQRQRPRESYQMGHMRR
PLCg1 inh – blocks human PLC-gamma1 enzyme activity; P19174; purified PLC-gamma1, fluorogenic substrate, fluorescence; inhibition, % at 12.2 µM; hit rate 0.84% among 370,000; in the data active = inhibition above about 9.5%
Tn6 DDE FP – disrupts Tn6 cyclic peptide binding to fibrin D-Dimer-E complex; Fibrin DD(E) TRITC-Tn6 fluorescence polarization displacement; P02675; AID 720509; hit rate 0.21% among 370,000; inhibition, % at 8.3 µM;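 active = inhibition above a per-campaign cutoff: mean of compounds within control limits plus 3 SD, cut at about 15% in these data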;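 also: 0% = median of all compound wells on the plate and 100% = blocking peptide control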
TDP2 absorb – TDP2 (human) inhibition, absorbance primary screen; inhibition, % at 12.8 µM; hit rate 0.34% among 370,000; AID 720702; recombinant TDP2, T5PNP hydrolysis, p-nitrophenol absorbance 415 nm;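 active = inhibition above the mean of all tested compounds plus 3 SD, set per campaign, cut at about 25% in these data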;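 also: 0% = DMSO with enzyme and 100% = buffer with substrate but no TDP2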
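Evaluation: % inhibition relative to enzyme-containing and enzyme-free wells. Material: recombinant human TDP2. Benchmarks: enzyme-free and DMSO wells. Timing: enzyme reaction with compound for 2 h at 37 °C. Compound dosing: 12.8 µM only. Measured by: p-Nitrophenol epi absorbance. Reagent: T5PNP substrate at 5 mM, a TopII-DNA adduct mimic. Replication: single well per compound.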
LEDGF integ inh – blocks HIV-1 LEDGF/p75-dependent DNA integration | TR-FRET IN-LEDGF/p75 DNA integration, Eu/Cy5 | inhibition, % at 3.7 µM | hit rate 0.64% among 370,000;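 active = inhibition above the screen-wide mean plus 3 SD, cut at about 13% in these data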;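 also: signal is the Cy5 over europium emission ratio at 671 and 618 nm; 0% = plate median of compound wells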
* marks the source's active call; other numbers are inactive results; i = inactive; · = no result given.

SMILES | proKLK7 act | ASAP1 GAP inh | Tn7 DDE FP | ARFGAP1 inh | ADAM17 inh | ADAM10 inh | PLCg1 inh | Tn6 DDE FP | TDP2 absorb | LEDGF integ inh
O=C(NCCOCc1ccc(Cl)cc1)c1ncn[nH]1 | -0.1 | -9 | 4 | 8 | -4 | -1 | -1 | 0 | 7 | -2
Cc1nn(CC(=O)N2CCCC2)c(=O)c2cc3cc(F)ccc3n12 | 0.6 | -2 | -8 | 12 | -14 | -48 | -3 | -2 | 1 | 1
Cc1ccc(NS(=O)(=O)c2cc(N)ccc2Cl)c(C)c1 | 0.0 | -18 | -9 | 3 | -2 | 7 | 5 | -3 | -21 | 4
CCc1cc2c(SCC(=O)N3CCCC3=O)ncnc2s1 | -1.0 | -4 | 6 | 10 | 1 | -3 | 1 | 6 | -8 | 2
O=C(NCc1ccccc1)c1ccc(OC2CSC2)cc1 | 0.4 | 6 | 5 | -1 | -2 | 5 | -2 | -1 | 2 | 1
COc1ccccc1-c1nnc(NC(=O)C2=COCCO2)o1 | -0.1 | 4 | 3 | -7 | -2 | 1 | -1 | 7 | 2 | -5
CC(C)N1CCN(Cc2cccc3nonc23)CC1CCO (centres undefined) | -0.6 | 13 | 2 | 3 | 0 | -1 | 1 | 3 | 2 | 2
COC1OC(c2ccccc2)=C(c2ccc(C(N)=O)cc2)c2ccc(F)cc21 (centres undefined) | -0.4 | 4 | 1 | 15 | -3 | -12 | -4 | -6 | 0 | -4
Cc1ccccc1N1CC(O)(c2cccs2)[N+]2=C1CCCC2 (centres undefined) | -0.1 | 6 | -5 | 3 | 0 | 4 | 0 | 3 | 2 | 3
COc1cccc(CNC(=O)c2ccc3nc[nH]c3c2)c1 | 0.0 | 7 | 9 | 7 | 1 | -2 | 0 | 8 | 4 | -1
Cc1cccc(N2CCN(C(=O)c3ccc4c(c3)c(C)c(C)n4C)CC2C)c1 (centres undefined) | 0.1 | 2 | 1 | 10 | 1 | 3 | -10 | -3 | -9 | 2
Cc1cc(C)cc(C(=O)OCCCN(C)C2CN(Cc3cn(Cc4ccccc4F)nn3)S(=O)(=O)C2)c1 (centres undefined) | 0.8 | · | 6 | · | -5 | -3 | 1 | 7 | 1 | -4
Cc1ccc(C)c(NC(=O)CSc2nccn2Cc2ccco2)c1 | -0.2 | 18 | -5 | -3 | 1 | 4 | 5 | 5 | -4 | 1
CC1CC1C(=O)OCC(=O)NCc1ccc(Cl)cc1 (centres undefined) | 0.0 | 7 | 0 | -1 | -7 | 0 | 2 | 1 | 6 | -2
COc1cccc(-c2cc3nc(-c4ccccc4)cc(N4CCN(C(=O)c5ccoc5)CC4)n3n2)c1 | -125 | -2 | -11 | 14 | -228 | i | i | 5 | -7 | 1
COc1ccc(/C=C/C(=O)OC(C)C(=O)c2ccccc2)cc1OC (centres undefined) | 0.1 | 4 | -11 | 15 | 0 | -6 | -5 | 6 | -9 | 2
COC(=O)C1(C)NC(c2ccc(O)cc2)C2C(=O)N(c3ccccc3)C(=O)C21 (centres undefined) | 0.2 | -2 | 8 | -12 | -8 | -4 | -2 | -1 | 0 | -4
COc1ccccc1NC(=O)c1cc(Cl)nc2ccccc12 | 0.1 | 4 | -7 | 11 | 3 | 3 | 3 | 1 | -4 | 3
CCN(CC(=O)Nc1ccc(NC(C)=O)cc1)C(=O)c1oc2c(ccc3ccccc32)c1C | 0.4 | 8 | -5 | 2 | -3 | -12 | -5 | -3 | 9 | 2
O=C(CSc1nc2ccccc2[nH]1)c1ccc(Cl)s1 | -0.7 | 5 | -3 | -15 | -84 | 6 | -2 | -2 | -2 | 0
COc1ccccc1N1CCN(C2CCCN(C(=O)c3ccnc4ccc(C)cc34)C2)CC1 (centres undefined) | 0.4 | 5 | -4 | 4 | -3 | -6 | -4 | 10 | 12 | 1
COc1ccc([N+](=O)[O-])cc1NC(=O)C(C)Sc1nc(-c2ccccc2)cs1 (centres undefined) | -0.7 | 4 | 2 | -9 | 3 | -3 | 2 | 9 | 2 | -1
CCOC(=O)c1nnn(-c2nonc2-c2ccccc2)c1C | -0.5 | 22 | -4 | 7 | 3 | -3 | 3 | -5 | -6 | 1
Cc1onc(-c2ccccc2)c1C(=O)N[C@@H]1C(=O)N2C1SC(C)(C)[C@@H]2C(=O)O (some centres undefined) | -0.3 | -11 | 9 | 5 | -2 | 1 | 2 | 5 | 4 | 2
COc1ccc(OC(C)C(=O)NCC2CCCO2)cc1 (centres undefined) | -0.3 | -4 | 4 | 6 | 2 | 0 | 3 | -1 | 4 | 1
C[C@@H]1CN([C@H](C)CO)C(=O)CCCn2cc(nn2)CO[C@H]1CN(C)C(=O)Nc1ccc2c(c1)OCCO2 | -0.3 | 6 | 4 | 17 | -3 | -13 | -2 | 8 | -2 | 1
Cc1nc(SC(C)C(=O)NCC2CCCO2)c2cc(-c3ccccc3)sc2n1 (centres undefined) | -1.4 | -1 | 3 | -2 | -7 | -16 | -2 | 9 | -1 | 0
COc1ccccc1-n1c(C)c2c(OC)cccc(=O)c2c1C | -0.2 | 6 | -3 | 17 | -2 | -3 | -11 | 2 | 2 | 4
COC(=O)c1ccc([C@H]2C=C(C(=O)O)O[C@@H](OCc3ccc(CO)cc3)C2)cc1 | 0.3 | -1 | -3 | -6 | 2 | -7 | -4 | 1 | -9 | 3
CC1(OC(=O)CCc2ccccc2)C(=O)C=C2C=C(c3ccc(C#N)cc3)N(CCc3ccccn3)C=C2C1=O (centres undefined) | 0.1 | 5 | 4 | -6 | -19 | -41 | -48 | 4 | 11 | 3
CCOC(=O)c1ccc(NC(=S)N2CCSC2c2c(F)cc(F)cc2F)cc1 (centres undefined) | -0.1 | -7 | 10 | 14 | 1 | 8 | 2 | -3 | 4 | -2
Cc1oc(-c2ccc(Cl)cc2)nc1CS(=O)CC(=O)NCc1ccccn1 (centres undefined) | 1.7 | -1 | 5 | 14 | -13 | -20 | -9 | 5 | -2 | -3
Cc1ccccc1N(C)C(=O)Cn1nnc(-c2ccccc2F)n1 | 0.1 | · | 2 | · | 4 | 6 | 2 | -7 | -1 | 0
O=C(Nc1ccccc1CC[N+](=O)[O-])N1CCN(c2ccccc2)CC1 | 0.5 | -14 | 12 | -8 | -3 | 1 | -3 | 1 | -6 | 1
NC(=O)CSc1nc(-c2ccccc2)c(-c2ccccc2)o1 | -0.6 | -15 | 2 | 0 | -3 | 7 | -4 | 1 | 1 | 2
Cc1ccc(C)c(NS(=O)(=O)c2ccc(NC(=O)CSc3ccc(Cl)cc3)cc2)c1 | 0.6 | 10 | 3 | 0 | -3 | 6 | -3 | 2 | 1 | -1
COc1ccc(CN(CC2CCC(C(=O)O)CC2)C(=S)Nc2cccc(C)c2)cc1 (centres undefined) | 0.2 | 2 | -4 | -1 | -3 | -6 | 1 | -5 | 7 | 0
COc1ccc(-c2nc(S(=O)(=O)c3ccc(C)cc3)c(N3CCCC3)o2)cc1 | 0.2 | 7 | 1 | 0 | -2 | -3 | 1 | 6 | -2 | -1
Cc1cccc(C2NC(=O)c3ccccc3O2)c1 (centres undefined) | -2.1 | 4 | 4 | 7 | -17 | -56 | -2 | 0 | 5 | 1
Cc1nc(N2CCCC2C(=O)O)c2oc3ccccc3c2n1 (centres undefined) | 0.6 | 2 | 4 | 11 | -6 | -20 | -1 | 4 | -13 | 4

Compound profiles (already shown):
Cc1nc(SC(C)C(=O)NCC2CCCO2)c2cc(-c3ccccc3)sc2n1 (centres undefined) as listed: proKLK7 act = -1.4; ASAP1 GAP inh = -1; Tn7 DDE FP = 3; ARFGAP1 inh = -2; ADAM17 inh = -7; ADAM10 inh = -16; PLCg1 inh = -2; Tn6 DDE FP = 9; TDP2 absorb = -1; LEDGF integ inh = 0
Cc1ccccc1N1CC(O)(c2cccs2)[N+]2=C1CCCC2 (centres undefined) as listed: proKLK7 act = -0.1; ASAP1 GAP inh = 6; Tn7 DDE FP = -5; ARFGAP1 inh = 3; ADAM17 inh = 0; ADAM10 inh = 4; PLCg1 inh = 0; Tn6 DDE FP = 3; TDP2 absorb = 2; LEDGF integ inh = 3

(listing goes on)
SMILES | proKLK7 act | ASAP1 GAP inh | Tn7 DDE FP | ARFGAP1 inh | ADAM17 inh | ADAM10 inh | PLCg1 inh | Tn6 DDE FP | TDP2 absorb | LEDGF integ inh
O=C(c1ccc2c(c1)OCCCO2)N1CCCCC1 | 0.1 | 10 | 4 | 5 | -4 | -10 | 2 | -11 | -6 | -3
CCn1c(=NC(=O)CN2C(=O)CCC2=O)sc2c(OC)ccc(OC)c21 | -0.4 | -9 | 4 | 3 | -2 | -7 | -10 | 6 | 5 | -2
CS(=O)(=O)c1ccc(Cl)c(NC(=O)Cc2c(Cl)cccc2Cl)c1 | -0.2 | -3 | -4 | 7 | -3 | -8 | 1 | 1 | 2 | 1
CC(=O)c1cccc(-c2ccnc3c2CC(C(=O)NCc2ccco2)O3)c1 (centres undefined) | 0.2 | -2 | 2 | -12 | -2 | -4 | 1 | 3 | 9 | 2
CCn1c(=O)c2cc(C(=O)Nc3ccccc3OC)sc2c2ccccc21 | -0.9 | -1 | 3 | -7 | -11 | -11 | -4 | -3 | -5 | 3
CCOc1ccc(S(=O)(=O)N2CCCC(C(=O)NCC3CCCO3)C2)cc1Cl (centres undefined) | 0.1 | -6 | -5 | -12 | 2 | 5 | 2 | -1 | 7 | -1
CCc1[nH]nc2c1C(C(C)C)C(C#N)=C(N)O2 (centres undefined) | -0.2 | 3 | 4 | 3 | -7 | -9 | -3 | 2 | -7 | 1
COc1cccc(CN2CC(C(=O)N(C)Cc3[nH]c4ccccc4c3C)CCC2=O)c1 (centres undefined) | -0.8 | 8 | -6 | 11 | 4 | -18 | -14 | -2 | -10 | -1
COc1ccccc1NS(=O)(=O)c1cc(NC(=O)CNC(=O)c2ccc(C)s2)ccc1Cl | 0.2 | 16 | -1 | -2 | 7 | 15 | 4 | -7 | 7 | -1
COc1ccc(OCC(O)CNC(=O)c2cccs2)cc1 (centres undefined) | 0.4 | -9 | 7 | 7 | -1 | -2 | -4 | -1 | -15 | -1
O=C(O)C1(c2ccccc2)CCN(S(=O)(=O)c2ccc(Br)cc2)CC1 | 0.0 | -12 | -5 | 4 | 2 | 3 | 1 | 0 | 3 | 4

Compounds were not picked by outcome. About 4.2% of those tested had a hit in this group.
